Source: PubChem BioAssay
POLK inh: qHTS for Inhibitors of Polymerase Kappa | DNA polymerase kappa (Homo sapiens), Q9UBT6 | purified Pol kappa, fluorescent DNA synthesis assay, 10 min | Potency, µM (series often up to 107 µM), without a hit: top-dose activity, negative = inhibition, hits mostly inhibitors | 0.53% of 400,000 active | AID 588579, 2011; also: potency is read from the fitted curve at half-maximal effect; % is scaled to controls: 0 for no effect and ±100 for the full control effect
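50 nM final substrate added after 15 min RT preincubation of 10 nM Pol kappa with compound; fluorescence read at 0 and 10 min.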
ERG Ets-DNA blk: qHTS for Small Molecule Inhibitors of the ERG Ets/DNA interaction; Transcriptional regulator ERG (Homo sapiens), P11308; fluorescence polarization, His-ERG Ets domain / labelled DNA; Potency, µM (highest dose often 76.9 µM), for the others: at the top dose FP activity, negative = inhibition, usual class: inhibitors; 0.028% of 370,000 active; AID 624246, 2012; active = well fitted inhibition curve with a large enough effect in the polarisation, with a control signal flat; inconclusive = small, poorly fitted or top-dose-only effect, or effect the other way, or a change in a side signal; inactive = no such curve, though single readings can be large or run the other way; the % refers to the polarisation;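 also: polarization taken with two DNA probes labelled with fluorescein and Texas red; potency is read from the fitted curve at half-maximal effect; % of control where 0% means no effect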
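His-tagged ERG Ets domain (1 uM in the protein solution; 300mM KCl, 50mM Tris-HCl, 1mM EDTA, 1mM DTT, pH 7.5) received compound, then a probe mix of 5 nM fluorescein-DNA and 100nM Texas-615-DNA. Fluorescence polarization was read for both dyes.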
APE1 inh: qHTS Assay for Inhibitors of the Human Apurinic/apyrimidinic Endonuclease 1 (APE1); DNA repair nuclease/redox regulator APEX1 (Homo sapiens), P27695; Potency, µM (series often up to 65.8 µM), for the others: top-dose activity change, negative = inhibition, actives largely listed as inhibitors; recombinant APE1, TAMRA/BHQ-2 abasic DNA cleavage fluorescence; 0.35% of 350,000 active;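 also: potency is read from the fitted curve at half-maximal effect; plate controls were vehicle for no effect and reference inhibitor for full effect; nearly all actives have a fitted effect of over 55% in size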
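Measures dequenching upon AP-site incision of a 5'-TAMRA/3'-BHQ-2 THF-containing duplex, 50 nM; human APE1 0.75 nM after 15 min room-temperature exposure to compound; kinetic three-point read at one-minute spacing.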
ALOX12 inh: Primary qHTS assay for inhibitors of human arachidonate 12S-lipoxygenase (ALOX12): Round 2; Polyunsaturated fatty acid lipoxygenase ALOX12 (Homo sapiens), P18054; purified 12hLO, xylenol orange hydroperoxide absorbance; Potency, µM (doses to about 108 µM), for the others: top-dose activity change, negative = inhibition, hits mostly inhibitors; 1.1% of 580,000 active; AID 1671190, 2021; also: potency is read from the fitted curve at half-maximal effect; % is scaled to controls: 0 for no effect and ±100 for the full control effect
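Purified human 12hLO at 150 nM in 25 mM Hepes, 0.01% Triton X-100, pH 7.0, preincubated 15 min at room temperature with compound. Reaction started with 40 uM arachidonic acid, 30 min at room temperature. Hydroperoxide measured by Fe-xylenol orange, 573/405 nm absorbance ratio.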
RGS4 inh: Inhibitors of Regulator of G Protein Signaling (RGS) 4: qHTS; Transcreener GDP fluorescence polarization, RGS4-accelerated GTP hydrolysis; Regulator of G-protein signaling 4 (Homo sapiens), P49798; 0.039% of 390,000 active; AID 504845, 2011; Potency, µM (top dose mostly 114 µM), without a hit: at the top dose activity change, negative = inhibition, most hits filed as inhibitors; also: potency is read from the fitted curve at half-maximal effect; % is scaled to controls: 0 for no effect and ±100 for the full control effect; nearly all actives have a fitted effect of over 75% in size; some results filed as inactive show a strong effect at the top dose
Target sequence (P49798 whole entry, looked up): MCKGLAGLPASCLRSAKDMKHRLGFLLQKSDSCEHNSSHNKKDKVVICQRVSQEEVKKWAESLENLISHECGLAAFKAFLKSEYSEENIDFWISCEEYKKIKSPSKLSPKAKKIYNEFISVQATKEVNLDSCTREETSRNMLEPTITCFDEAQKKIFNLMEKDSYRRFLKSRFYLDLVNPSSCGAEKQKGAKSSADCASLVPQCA
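MLSMR compounds (23 nl, pin-transferred) preincubated 10 min at room temperature with a 500nM (2x) first reagent, then RGS4 at 900nM (2x) plus Transcreener GDP mix added; fluorescence polarization (620/688 nm) read before and after 90 min at 30 °C.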
LDHA inh: qHTS assay for inhibitors of human lactate dehydrogenase; purified LDHA, NADH/diaphorase-resazurin fluorescence; hits give low values; activity change, % (values are at about 110 or 230 µM); 0.15% of 480,000 active; in the data active = activity change below about -30%; inconclusive = mostly about -25% to -30%;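 also: plate controls were DMSO wells for no effect and wells without enzyme for full effect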
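Human LDH5 (2 nM) was incubated with 0.06 mM NADH and 0.2 mM pyruvate for 5 min at room temperature in Tris pH 7.4. Remaining NADH was coupled through diaphorase/resazurin, and resorufin fluorescence was read at 0 and 20 min.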
Pol beta inh: qHTS Assay for Inhibitors of DNA Polymerase Beta. P06746. Pol beta primer extension/strand displacement, fluorescence kinetic. Potency, µM (highest dose often 114 µM), for inactives: top-dose activity change, negative = inhibition, usual class: inhibitors. 1.3% of 340,000 active; also: potency is read from the fitted curve at half-maximal effect; % is scaled to controls: 0 for no effect and ±100 for the full control effect
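Enzyme-only controls used 10 nM Pol beta; buffer lacking enzyme served as negative control. Compound preincubated 15 min, then 50 nM substrate added; 0 and 10 min reads at room temperature.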
POLH inh: qHTS for Inhibitors of Polymerase Eta; DNA polymerase eta (Homo sapiens), Q9Y253; recombinant Pol eta, fluorescent DNA replication assay; Potency, µM (top dose mostly 114 µM), for inactives: top-dose activity change, negative = inhibition, most hits filed as inhibitors; 1.2% of 390,000 active; AID 588591, 2011; also: potency is read from the fitted curve at half-maximal effect; % is scaled to controls: 0 for no effect and ±100 for the full control effect
Target sequence (Q9Y253 whole entry, looked up): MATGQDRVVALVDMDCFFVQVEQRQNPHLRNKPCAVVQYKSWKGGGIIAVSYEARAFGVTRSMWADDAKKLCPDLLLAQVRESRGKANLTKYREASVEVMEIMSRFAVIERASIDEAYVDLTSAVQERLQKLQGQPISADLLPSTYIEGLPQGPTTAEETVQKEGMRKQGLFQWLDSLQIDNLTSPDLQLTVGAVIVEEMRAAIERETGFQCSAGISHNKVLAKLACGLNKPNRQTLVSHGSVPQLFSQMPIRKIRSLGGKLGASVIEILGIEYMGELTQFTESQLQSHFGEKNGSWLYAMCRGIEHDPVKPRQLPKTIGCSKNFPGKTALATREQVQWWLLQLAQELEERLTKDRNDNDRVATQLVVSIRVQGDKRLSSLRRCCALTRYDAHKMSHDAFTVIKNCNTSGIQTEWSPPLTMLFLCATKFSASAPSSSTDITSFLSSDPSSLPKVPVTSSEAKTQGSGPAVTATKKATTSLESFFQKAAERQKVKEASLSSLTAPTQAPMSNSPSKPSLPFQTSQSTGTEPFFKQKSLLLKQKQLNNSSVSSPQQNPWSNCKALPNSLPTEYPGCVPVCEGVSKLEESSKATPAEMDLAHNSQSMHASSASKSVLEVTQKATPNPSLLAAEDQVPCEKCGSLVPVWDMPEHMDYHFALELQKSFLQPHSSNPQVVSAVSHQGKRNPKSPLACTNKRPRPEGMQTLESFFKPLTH
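Pol eta (10 nM) was preincubated with compounds for 15 min at room temperature, after which fluorescent replication substrate (50 nM final) was added to start the reaction. Fluorescence was read kinetically at 0 and 10 min.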
Anesthetic bind: qHTS Assay for Identification of Novel General Anesthetics. 0.074% of 350,000 active. apoferritin/1-aminoanthracene competitive binding, fluorescence. AID 485281, 2010. Potency, µM (top dose mostly 77.5 µM), for the others: at the top dose activity change, negative = displacement, most hits filed as inhibitors; also: potency is read from the fitted curve at half-maximal effect; % is scaled to controls: 0 for no effect and ±100 for the full control effect; nearly all actives have a fitted effect of over 20% in size
Target sequence (P02791 2-175 limits assumed): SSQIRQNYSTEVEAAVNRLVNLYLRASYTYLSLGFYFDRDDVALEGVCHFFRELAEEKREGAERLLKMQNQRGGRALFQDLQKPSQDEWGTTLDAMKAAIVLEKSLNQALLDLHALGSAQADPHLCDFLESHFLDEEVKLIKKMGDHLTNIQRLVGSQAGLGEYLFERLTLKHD
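Probe: 1-aminoanthracene (50% saturated, PBS). Protein: horse-spleen apoferritin, 10 uM. Incubation: 10 min, room temperature. Detection: 380 nm excitation, 535 nm emission. Analysis: normalized response, four-parameter Hill.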
The depositor's hits bear a star; ? = inconclusive; / = no result given; [ ] = remark or other dose. Unless noted, calls follow the shape of the dose curve; as a rule, active = well fitted curve in the direction sought with a large enough effect; inconclusive = small, poorly fitted or top-dose-only effect, or another doubt; inactive = no such curve, though single readings can be large; an effect the other way counts as inactive or inconclusive. These rows are one share of the data. The share of hits here may be higher or lower than overall.

Below each compound – POLK inh, ERG Ets-DNA blk, APE1 inh, ALOX12 inh, RGS4 inh, LDHA inh, Pol beta inh, POLH inh, Anesthetic bind
> COc1ccc(OC)c(NC(=O)c2cccc(Cn3cc(Br)c([N+](=O)[O-])n3)c2)c1
    -11%, -1%, -3%, -14%, -39%, -7, 27%, -16%, 0%
> O=C(NNC(=O)c1cccnc1SCc1cccc([N+](=O)[O-])c1)c1cccnc1
    -11%, -12%, -8%, 10%, -18%, -5, 20%, -25%, 0%
> Cc1oc(-c2cccc(Br)c2)nc1Cn1c(SCc2cccc(F)c2)nc2cccnc21
    6%, 0%, /, -15%, -19%, -5, 15%, -8%, 2%
> Nc1c(Cl)cc(C2=NCCn3c2c2ccc([N+](=O)[O-])cc2[n+]3[O-])cc1Cl
    3%, -23%, 43%[activator], ?, 22%, 8, /, 1%, /
> COc1ccc(-c2nnc(SCCOc3ccccc3C)o2)cc1OC
    -4%, 1%, /, 0%, -8%, -1, -27%, -19%, -6%
> COC(CNC(=O)c1ccc2nc3ccccc3c(=O)n2c1)OC
    8%, -15%, 55%[activator], 5%, -6%[56.9 µM], 2, 1%, -13%, 220%[activator]
> CN(C)c1ccc2c(=O)[nH][nH]c(=O)c2c1
    -6%, -2%, 6%, -6%, 14%, -3, -7%, -4%, 4%
> CCc1ccc(C(=O)OCC(=O)NCCNC(=O)COC(=O)c2ccc(CC)cc2)cc1
    -13%, -1%, 9%, 7%, -7%, -1, 26%, -16%, -1%
> COc1ccc(NC(=O)CSc2oc(-c3ccc(C)cc3)nc2S(=O)(=O)c2ccc(C)cc2)c(OC)c1
    -20%, -2%, /, -2%, -17%, 11, 1%, -9%, 2%
> COCC(C)NS(=O)(=O)c1ccc(NC(=O)C(Cc2ccccc2)NC(N)=O)cc1 (centres undefined)
    -1%, 10%, 0%, 2%, -44%, 0, 18%, -11%, -10%
> COc1ccc(NC(=O)COCc2cc(-c3ccc4c(c3)OCO4)on2)cc1
    -12%[60.1 µM], -3%, /, -23%, -6%, -3, -2%, 4%, -3%
> Cc1cccn2c(=O)nc(SCC(=O)NCc3ccc4c(c3)OCO4)nc12
    5%, 14%, -12%, -28%, -20%, -2, /, -3%, /
> Cc1ccc(C2=NC(c3ccc(F)cc3)=Nc3ccc(C)cc3N2)cc1
    -4%, -3%, /, -5%, 0%, -2, 5%, /, -8%
> COc1cccc(OC)c1OC(=O)c1cnccn1
    -8%, 3%, 13%, -23%, -4%, -3, -6%, -8%, -6%
> CCOCc1nnc(NC(C)=O)s1
    -14%, 6%, 0%, 0%, 25%, -3, 2%, 4%, -8%
> Cc1nn(CC(=O)NCCCc2ccccc2)c(=O)c2cccn12
    5%, -2%, 72%[activator], /, -3%, 0, 4%, -9%, ?
> O=C(NCCCN1CCN(c2ccc(F)cc2)CC1)c1cc2c(Cl)nc3ccccc3c2s1
    -11%, -6%, /, -3%, -4%, 0, 8%, -13%, -5%
> COc1cc(CCCN2CCNC[C@H]2Cc2ccc(O)cc2)cc(OC)c1OC
    -13%, -4%, 20%, 10%, -4%, -16, /, -13%, /
> Cc1cccc(C(=O)NNC(=O)c2ccccc2O)c1
    6%, -2%, 37%, 0%, -9%, 4, -18%, -5%, ?
> COC(=O)C(C)Sc1nnc(-c2ccncc2)o1 (centres undefined)
    3%, 12%, -1%, -12%, -14%, -12, ?, -11%, 1%
> N#C/C(=C\c1ccc(Br)cc1)c1nc(-c2cc3cc(Br)ccc3oc2=O)cs1
    ?, 17%, /, -19%, 6%, -18, -5%, -6%, 2%
> CCc1noc(C)c1C(=O)N(CC)CC(=O)Nc1cc(Cl)ccc1C
    12%, -6%, 15%, 12%, -5%, 2, /, -8%, /
> CC(C)(C)Nc1nc(OCC(F)(F)F)nc(OCC(F)(F)F)n1
    -8%, -9%, -3%, ?, -8%, 1, -25%, -16%, -13%
> Cc1nc(SCC2(C)CC2(Cl)Cl)n[nH]1 (centres undefined)
    3%, -5%, -2%, 0%, 9%, -2, 2%, 4%, ?
> CCOC(=O)c1c(NC(=O)CSc2nnc(Cc3ccccc3)o2)sc(C)c1C
    -4%, 0%, -5%, 320%[activator], -31%, -1, 13%, -25%, 5%
> CC(C)Oc1ccc(CN2CCc3nc(Nc4ccc5c(c4)OCCO5)ncc3C2)cc1
    -9%[60.1 µM], 0%, /, ?, 4%, -1, 1%, -5%, -14%
> Cn1c(=O)n(C)c2cc(NS(=O)(=O)c3ccc4c(c3)CCCC4)ccc21
    -11%, -2%, 3%, ?, 24%, -1, 0%, -5%, -10%
> CCCS(=O)(=O)N1CCC(n2c(C)nc3cccnc32)CC1
    -16%, 9%, /, -4%, 5%, -2, 11%, 0%, 11%
> O=C(Cc1ccc(-n2cccc2)cc1)NCc1ccccc1Cl
    -7%, 2%, 3%, -11%, 0%, 2, 1%, ?, -1%
> S=c1[nH]nc(CNc2ccc(Cl)cc2)n1Cc1ccccc1
    -4%, -10%, -2%, -17%, -10%, -3, 1%, -11%, -23%

Just LDHA inh and POLK inh (2 entries from above):
canonical_smiles,LDHA inh,POLK inh
O=C(NCCCN1CCN(c2ccc(F)cc2)CC1)c1cc2c(Cl)nc3ccccc3c2s1,0,-11%
CCc1noc(C)c1C(=O)N(CC)CC(=O)Nc1cc(Cl)ccc1C,2,12%

Next entries follow.
Below each compound – POLK inh, ERG Ets-DNA blk, APE1 inh, ALOX12 inh, RGS4 inh, LDHA inh, Pol beta inh, POLH inh, Anesthetic bind
> Cc1cccc(C(=O)Nc2oc(-c3ccccc3)cc2C#N)c1
    5%, 3%, -5%, 0%, -21%, -1, -27%, -8%, -19%
> C#CCOCCOCCOCCNc1nc(N2CCN(C(=O)[C@H](Cc3ccc(O)cc3)n3cc(C(N)CC(C)C)nn3)CC2)nc(N2CCN(C(=O)[C@H](CCC(=O)O)n3cc(C(N)[C@H](C)CC)nn3)CC2)n1 (some centres undefined)
    -15%, -13%, -12%, /, -12%, 1, 0%, 1%, -3%
> COc1ccc(-n2c(CN3CCOCC3)nc3ccc([N+](=O)[O-])cc3c2=O)c(OC)c1
    -8%, -7%, 20%, -25%, 5%, 0, -6%, ?, 5%
> Cc1ccc(-c2nnc(CSc3nc4cc5c(cc4cc3C)OCO5)o2)cc1
    -15%, -2%, -5%, 0%, -1%, -8, 0%, -4%, -13%
> O=S(=O)(c1ccc(S(=O)(=O)N2CCN3CCCC3C2)cc1)N1CCCC1 (centres undefined)
    -5%, /, 6%, 5%, 15%, -8, 15%, -2%, -7%
> COc1ccc(CC(=O)Nc2c(C(=O)Nc3ccc(F)cc3)oc3ccccc23)cc1OC
    -5%, -1%, /, -22%, -7%, 3, -1%, -16%, -3%
> COc1ccc(S(=O)(=O)Nc2cccc3c2O[C@H](CN(C)Cc2ccc(Cl)c(Cl)c2)[C@@H](C)CN([C@H](C)CO)C3=O)cc1
    -20%, 7%, 3%, -24%, -21%, -1, /, -26%, /
> C=CCNC(=S)/C(=C(/[O-])c1ccccc1Br)[n+]1ccccc1
    14%, 20%, -4%, 33%[activator], -10%[11.4 µM], -2, 92%, 16%, -14%
> CCOc1cc(S(=O)(=O)n2ccc(C)n2)ccc1Br
    4%, ?, -6%, 0%, -17%, -2, 3%, -15%, -16%
> CSCCC(NC(=O)c1ccco1)C(=O)Nc1ccc(C)cn1 (centres undefined)
    1%, 4%, 16%, -15%, -18%, 2, /, ?, /
> Cc1cc(C)nc(SCc2cn3c(C)cccc3n2)n1
    2%, -9%, 3%, -19%, ?, -3, 1%, -14%, -7%
> O=C(NCC1CCCO1)c1cc2nc(-c3ccco3)cc(C(F)(F)Cl)n2n1 (centres undefined)
    -28%, -11%, 5%, 3%, -3%, -2, 6%, -12%, 4%
> CC(=O)C1=C(c2ccc(Cl)c(Cl)c2)N(C(C)=O)n2c(C)nnc2S1
    -5%[60.1 µM], -8%, /, -14%, 22%, -8, 7%, -8%, -14%
> CCc1nn2c(=O)cc(COC(=O)CNC(=O)c3ccccc3)nc2s1
    0%, 2%, /, 0%, 10%, -4, 11%, -9%, -7%
> CN(CC(=O)Nc1ccccc1C(F)(F)F)C(=O)c1ccccc1Sc1ccccc1C#N
    -6%, 0%, 3%, 139%[activator], 47%, -14, /, -8%, /
> O=C1NC(=Nc2ccccc2)SC1Cc1ccccc1 (centres undefined)
    4%, -1%, 20%, -2%, -39%, -2, 14%, -19%, -1%
> CNS(=O)(=O)c1cn(CC(=O)N2CCN(c3cccc(C)c3C)CC2)cc1S(=O)(=O)NC
    6%, 2%, /, -12%, 16%, -2, 13%, 12%, 4%
